Platelet DG rel – modulates dense granule release in human platelets. inhibition, %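 (compounds screened at 7.5 µM in platelet-rich plasma)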. actives 0.22% (n = 300,000). human platelet-rich plasma, SFLLRN dense granule ATP release, luminescence;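 active = mean replicate score, as percent of positive control, at or above 50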
KLF5 inh – kruppel-like factor 5 inhibition. DLD-1 KLF5 promoter-luciferase reporter, luminescence. inhibition, % at 5 µM. actives 0.23% (n = 290,000). AID 1700;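 active = inhibition above a per-plate limit of that plate's mean compound inhibition plus 3 SD, cut at about 60% in these data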;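 note: 0% = DMSO wells and 100% = LY294002 at 200 µM; higher means less KLF5 promoter-driven luciferase light; inactives centre near -14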
aSyn UTR inh – 5' untranslated region of α-synuclein, MLPCN primary screen | actives 0.82% (n = 300,000) | inhibition, % (tested at 7.5 µM) | alpha-synuclein 5'UTR reporter, inhibitor activity | AID 1813; in the data active = inhibition above about 60%;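 note: H4 neuroglioblastoma cells stably carrying SNCA 5'UTR luciferase fusion; 0% = DMSO wells and 100% = positive control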
GSK3B inh – human GSK3beta kinase inhibition; AID 2097; GST-GSK3beta kinase, ADP-Glo luminescence, 60 min; hits give low values; actives 0.038% (n = 300,000); activity score (negative = inhibition), % at 10 µM; P49841;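 active = more than half of replicate wells score below -50%, meaning over 50% inhibition versus plate controls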;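 note: 0% = median DMSO wells and -100% = median GW8510 positive control wells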
Target sequence (P49841 whole entry, looked up): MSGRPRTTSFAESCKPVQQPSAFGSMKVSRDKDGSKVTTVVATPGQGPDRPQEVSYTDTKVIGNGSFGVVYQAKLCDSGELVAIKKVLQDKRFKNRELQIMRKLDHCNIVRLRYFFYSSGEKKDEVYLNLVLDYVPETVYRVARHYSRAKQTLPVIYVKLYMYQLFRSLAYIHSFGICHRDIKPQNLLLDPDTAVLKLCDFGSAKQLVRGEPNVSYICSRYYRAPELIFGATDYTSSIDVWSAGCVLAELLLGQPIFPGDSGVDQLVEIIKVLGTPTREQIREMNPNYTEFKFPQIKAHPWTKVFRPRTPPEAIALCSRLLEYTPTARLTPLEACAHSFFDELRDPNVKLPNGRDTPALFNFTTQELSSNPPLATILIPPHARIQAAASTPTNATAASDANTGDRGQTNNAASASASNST
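test system = GST-tagged human GSK3beta kinase, cell-free | reagent = 25 µM ATP with peptide substrate | dosing = one dose of 10 µM per compound | schedule = 60 min reaction, RT | detection = luminescent ADP-Glo measurement of ADP formed | control set = DMSO neutral wells and GW8510 at 20 µM as positive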
HSF1 activator – increases HSF-1 driven luciferase reporter signal; NIH3T3-HGL HSF-1 luciferase reporter, MG132, 8 h; 100% = twice DMSO control signal; activation, % at 9 µM; actives 1.7% (n = 300,000);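 active = mean replicate activation of at least 50% with a set share of replicates each reaching 50%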;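 note: 0% = median of the neutral control wells and 100% = twice that signal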
IEC-6 cytotox – kills IEC-6 intestinal cells in KLF5 counter-screen | IEC-6 cytotoxicity, luminescence viability | inhibition, % at 5 µM | actives 0.78% (n = 290,000); in the data active = inhibition above about 22%;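 note: 0% = plate median of test compound wells and 100% = cytotoxic reference compound wells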
HSP90 refold inh – HSP90 refolding inhibition in rabbit reticulocyte lysate. luciferase refolding luminescence, 3 h. inhibition, % at 5.6 µM. actives 0.91% (n = 290,000);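 active = inhibition above the screen-wide mean plus 3 SD, computed separately per campaign, cut at about 16% in these data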;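 note: 0% = DMSO wells and 100% = 60 µM geldanamycin wells; inhibitors lower the luminescence because luciferase stays unfolded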
GSK3A inh – inhibitors of human GSK-3 alpha kinase; actives 0.1% (n = 320,000); AID 2650; inhibition, % at 10 µM; P49840; ADP-Glo luminescence, 60 min;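 in the data active = inhibition above about 50%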;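 note: GST-tagged GSK-3 alpha with peptide substrate and 25 µM ATP; 0% = DMSO neutral wells and 100% = GW8510 positive control wells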
Target sequence (P49840 whole entry, looked up): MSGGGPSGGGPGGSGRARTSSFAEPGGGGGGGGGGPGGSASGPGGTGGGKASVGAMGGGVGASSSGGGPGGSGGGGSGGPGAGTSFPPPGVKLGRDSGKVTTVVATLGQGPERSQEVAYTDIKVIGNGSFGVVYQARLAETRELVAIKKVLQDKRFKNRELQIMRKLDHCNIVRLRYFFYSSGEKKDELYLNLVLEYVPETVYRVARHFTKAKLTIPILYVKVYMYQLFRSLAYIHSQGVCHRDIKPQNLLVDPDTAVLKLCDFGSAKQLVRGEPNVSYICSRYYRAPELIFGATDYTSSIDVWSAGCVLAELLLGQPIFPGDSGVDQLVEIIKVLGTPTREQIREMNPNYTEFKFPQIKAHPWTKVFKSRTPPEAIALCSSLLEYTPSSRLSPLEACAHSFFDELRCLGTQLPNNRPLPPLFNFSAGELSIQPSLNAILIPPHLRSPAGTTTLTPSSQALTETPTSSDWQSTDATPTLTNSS
DYRK1A inh – blocks rat Dyrk1A kinase activity. Q63470. ADP-Glo luminescence, NFATc1 peptide. inhibition, % at 12.5 µM. actives 0.43% (n = 310,000). AID 504441; in the data active = inhibition above about 50%;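 note: plate controls were vehicle with enzyme for no effect and no enzyme for full effect; many of its hits are not listed in these tables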
HSF1 inhib – HSF1 inhibition | NIH3T3-HGL HSE-luciferase, MG132-induced, luminescence 8 h; hits give low values | activity change, negative = inhibition, % at 7.5 µM (by protocol) | actives 0.77% (n = 300,000);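 active = more than half of replicate wells show activity change below -50%, luminescence cut by over half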;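 note: luciferase reports HSF-1 transcriptional activity via heat shock element; 0% = median of DMSO wells and -100% = zero luminescence signal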
The depositor's hits bear a star; · = not tested or not shown.

SMILES	Platelet DG rel	KLF5 inh	aSyn UTR inh	GSK3B inh	HSF1 activator	IEC-6 cytotox	HSP90 refold inh	GSK3A inh	DYRK1A inh	HSF1 inhib
Cc1ccc(C(=O)NC(C)C2CC3CCC2C3)c(C)c1 (centres undefined)	2	-24	-102	2	43	-4	-4	1	1	18
O=C(OCc1cc(=O)n2cc(Br)ccc2n1)c1ccc(Cl)c(S(=O)(=O)NCc2ccccc2)c1	21	-1	23	-1	-21	-8	1	1	-3	0
Cc1ccc(NC2CC(=O)N(c3cccc([N+](=O)[O-])c3)C2=O)cc1 (centres undefined)	18	2	29	2	-1	3	-2	-3	-8	0
Cc1cc(=O)c2cccc(Br)c2[nH]1	-6	-27	-5	1	-11	0	0	1	42	-4
C/C(=N\NC(=O)Cn1c(-c2ccccn2)nc2ccccc21)c1ccccc1	2	-33	-2	1	4	1	1	·	-1	-6
CCOC(=O)C(=CNc1ccc(S(N)(=O)=O)cc1)C(=O)OCC	-2	-10	2	4	-5	2	-2	-2	-4	-4
Cc1csc(NC(=O)C2CC(=O)N(Cc3ccco3)C2)n1 (centres undefined)	29	-14	-11	-7	9	8	2	0	-7	1
COc1cccc(NC(=O)CNC(=O)Cn2cnc3sc(C)c(C)c3c2=O)c1	2	-26	9	1	14	-5	-5	-1	-2	-3
COc1cc(CNCc2cccnc2)ccc1OCC(=O)NC(C)(C)C	-4	29	3	-1	-14	4	2	2	-48	-5
O=C(NCCc1nc2ccccc2[nH]1)/C(=C/c1ccco1)NC(=O)c1ccc(Br)cc1	-8	4	21	2	10	-3	1	0	0	11
CC(C)CC(c1nnnn1CCc1ccccc1)N1CCC(C(N)=O)CC1 (centres undefined)	1	-1	4	1	-12	-4	5	-2	-2	-3
O=C(Nc1ccc2c(c1)CCC2)c1ncoc1-c1ccccc1F	3	4	-35	3	8	1	2	·	2	0
COCCn1c(SCc2nc3scc(-c4ccc(Cl)cc4)c3c(=O)[nH]2)nnc1-c1cccc(C)c1	7	-34	15	3	3	1	1	0	-1	12
CN(C)S(=O)(=O)N1CCC(c2ccc(F)cc2)C(COc2ccc3c(c2)OCO3)C1 (centres undefined)	·	27	·	·	·	6	13	-1	-10	·
Cc1ccc2ccccc2[n+]1CCCS(=O)(=O)[O-]	-2	11	-16	0	-4	-3	-4	0	-7	-2
CC(=O)Nc1ccc(N(C)S(C)(=O)=O)cc1	1	0	-13	1	4	-2	-2	0	-3	-5
Cc1cc(NC(=O)c2ccc(Cn3cc([N+](=O)[O-])cn3)o2)no1	·	-11	·	-1	·	10	0	·	-2	·
O=C(C1=C(O)C(=O)N(CCN2CCOCC2)C1c1ccc(F)cc1)c1cc2ccccc2o1 (centres undefined)	-1	-1	2	1	14	4	0	·	-6	2
CCCCc1cc(=O)oc2cc(OCC(=O)NCc3ccccn3)c(Cl)cc12	4	-60	8	1	17	2	4	-1	-11	2
O=[N+]([O-])c1cc(Cl)cc(/C=N\Nc2ccccn2)c1O	-45	-15	90*	-5	-14	-3	-3	2	7	-6
COC(=O)c1nnn(CC(=O)NC(=O)Nc2ccccc2F)c1C(=O)OC	9	-31	-7	-1	-10	3	-4	-7	8	3
O=C(CCN1C(=O)/C(=C/c2ccccc2)SC1=S)NNC(=O)c1ccncc1	5	-15	-11	1	-11	2	-1	0	0	-1
COc1ccc(C(=O)CNc2cccc(F)c2)cc1	-2	-95	-101	-3	34	-4	5	10	3	-1
CC(=O)Nc1cnc(NC(=O)c2cccc(F)c2)cc1C	-1	-187	-148	-8	15	0	2	1	2	16
COc1cccc(-n2cc(CN(C)Cc3nc(Cc4ccccc4)no3)cn2)c1	3	-8	-6	3	17	-5	4	·	7	10
CC(=O)c1ccc(OCc2cc(C(=O)N(C)CCN3CCOCC3)no2)cc1	16	11	-2	-3	-10	7	1	-2	8	-2
CCn1c(SCC(=O)NCc2ccco2)nc2c(c1=O)SC(C)C2 (centres undefined)	-10	-7	-2	-4	-17	6	-2	-1	-1	0
Cc1ccc(OCc2cc(C(=O)N3CCC(C(O)C(C)C)CC3)no2)cc1C (centres undefined)	-6	-36	-80	2	12	-3	-1	-2	-4	21
COc1ccc(OCC(=O)OC2CCN(C)CC2)cc1	-4	-1	-3	-2	1	-2	1	0	-1	-8
C/C(=N/NC(=O)CNC(=O)C1COc2ccccc2O1)c1cccc(O)c1 (centres undefined)	-11	-4	-21	-2	5	-3	2	-1	3	5
Cc1ccc(CN(C)C(=O)CC2C(=O)NCCN2CC2CCCCC2)cc1 (centres undefined)	1	-18	14	1	15	-3	8	-3	3	-6
CCCc1nc2c(=O)n(C)c(=O)[nH]c2n1C	0	-72	-12	3	0	-7	0	-3	-10	-16
Cc1ncc(CN2CCCC(C(=O)Nc3ccc(-c4cccc(F)c4)cc3)C2)n1C (centres undefined)	15	-48	-39	-1	14	0	2	0	17	0
COc1cccc(C2=NOC(C(=O)N3CCN(C(=O)c4ccco4)CC3)C2)c1 (centres undefined)	1	2	-7	1	-17	-5	-6	2	-2	-10
CC(c1ccccc1)c1nnc(N)s1 (centres undefined)	-4	-1	14	-4	-6	6	-1	-2	2	0
O=C(CN(C(=O)c1csnn1)c1ccccc1C(F)(F)F)NCc1ccccc1	2	-2	2	-3	4	-6	-4	0	1	3

Results in GSK3B inh, HSF1 inhib and Platelet DG rel (three entries from above):
SMILES,GSK3B inh,HSF1 inhib,Platelet DG rel
COc1cccc(C2=NOC(C(=O)N3CCN(C(=O)c4ccco4)CC3)C2)c1 (centres undefined),1,-10,1
CC(c1ccccc1)c1nnc(N)s1 (centres undefined),-4,0,-4
O=C(CN(C(=O)c1csnn1)c1ccccc1C(F)(F)F)NCc1ccccc1,-3,3,2

Structures from the list above with an NH in an aromatic ring, in the order listed:
SMILES	Platelet DG rel	KLF5 inh	aSyn UTR inh	GSK3B inh	HSF1 activator	IEC-6 cytotox	HSP90 refold inh	GSK3A inh	DYRK1A inh	HSF1 inhib
Cc1cc(=O)c2cccc(Br)c2[nH]1	-6	-27	-5	1	-11	0	0	1	42	-4
O=C(NCCc1nc2ccccc2[nH]1)/C(=C/c1ccco1)NC(=O)c1ccc(Br)cc1	-8	4	21	2	10	-3	1	0	0	11
COCCn1c(SCc2nc3scc(-c4ccc(Cl)cc4)c3c(=O)[nH]2)nnc1-c1cccc(C)c1	7	-34	15	3	3	1	1	0	-1	12
CCCc1nc2c(=O)n(C)c(=O)[nH]c2n1C	0	-72	-12	3	0	-7	0	-3	-10	-16

Next section
SMILES	Platelet DG rel	KLF5 inh	aSyn UTR inh	GSK3B inh	HSF1 activator	IEC-6 cytotox	HSP90 refold inh	GSK3A inh	DYRK1A inh	HSF1 inhib
S=C1NNC2(NN1)C1CC3CC(C1)CC2C3	4	6	-3	-4	-15	-3	6	-1	-3	-10
O=C1CCN(CCc2ccccc2)CCN1[C@H](CSc1ccc(Br)cc1)c1ccccc1	0	·	-5	-17	12	·	·	-3	2	10
COc1ccc(CCN(C)C(=O)CSc2nnnn2C)cc1OC	2	-13	4	4	-6	0	1	-2	-1	-8
CSc1ccc(/C=N/Nc2ccc(Cl)c(C(=O)O)c2)cc1	6	-97	-134	0	27	-7	33*	-3	5	-2
O=C(NCC(=O)N1CCOCC1)c1ccccc1	14	-32	-49	1	-20	1	-1	-1	-5	0
CC(C)(CC(=O)O)CC(=O)NNc1ncccc1C#N	10	-20	13	-5	-8	-5	2	4	-4	2
CCOC(=O)COc1nc(-c2ccc(Cl)cc2)cc(-c2ccco2)c1C#N	0	10	1	1	21	-1	0	2	6	-1
Cc1ccc(OCC(=O)N2CCN(C(=O)c3cccnc3)CC2)cc1	-19	-19	9	-2	0	7	6	-1	2	-14
O=[N+]([O-])c1cccc(C(=Nc2ccc(Cl)cc2)NO)c1	-1	11	1	-4	-2	-2	2	4	7	12
COc1cc(O)c(C(C)=O)c(CC(=O)O)c1	-4	·	-9	1	18	·	·	-2	17	5
CCNc1nc(NCC)n2c(SCC(=O)Nc3ccc(F)cc3)nnc2n1	2	·	18	0	0	·	·	-1	2	-5
O=C(O)CC1(CC(=O)Nc2ccc(C(F)(F)F)cc2)CCCC1	10	-8	-4	0	13	-1	0	-5	·	-1
O=C(NCCc1ccccc1Cl)C1CCC(=O)N(Cc2ccc(Cl)cc2)C1 (centres undefined)	-1	-7	10	-2	3	4	-2	-2	-5	12
CN(C)/C=N/S(=O)(=O)c1ccc(Cl)cc1	3	-13	14	3	-2	2	4	4	-3	-6
COc1ccc(CC2(C)OC(c3ccc(C)cc3)=NN2C(C)=O)cc1 (centres undefined)	5	-11	7	3	·	8	-2	1	0	·
COC(=O)c1cc(S(=O)(=O)Nc2cc(OC)cc(OC)c2)cn1C	-6	-48	21	2	-54	1	0	-1	2	-44
CC(C)CNS(=O)(=O)c1cc(C(=O)OC2CCOC2=O)c(Cl)cc1Cl (centres undefined)	-2	-7	6	1	-5	-2	-1	-1	3	1
CCOC(=O)CN(C(=O)CSc1nnc(-c2ccc(OC)c(OC)c2)o1)c1ccccc1	-1	-3	14	2	2	0	0	-1	-12	1
CCOC(=O)c1nc2ccccc2s1	0	-10	-25	-5	33	6	-1	-2	3	7

Rewritten in CSV form: 5 of the compounds above.
molecule,Platelet DG rel,KLF5 inh,aSyn UTR inh,GSK3B inh,HSF1 activator,IEC-6 cytotox,HSP90 refold inh,GSK3A inh,DYRK1A inh,HSF1 inhib
COc1ccc(CC2(C)OC(c3ccc(C)cc3)=NN2C(C)=O)cc1 (centres undefined),5,-11,7,3,·,8,-2,1,0,·
COC(=O)c1cc(S(=O)(=O)Nc2cc(OC)cc(OC)c2)cn1C,-6,-48,21,2,-54,1,0,-1,2,-44
CC(C)CNS(=O)(=O)c1cc(C(=O)OC2CCOC2=O)c(Cl)cc1Cl (centres undefined),-2,-7,6,1,-5,-2,-1,-1,3,1
CCOC(=O)CN(C(=O)CSc1nnc(-c2ccc(OC)c(OC)c2)o1)c1ccccc1,-1,-3,14,2,2,0,0,-1,-12,1
CCOC(=O)c1nc2ccccc2s1,0,-10,-25,-5,33,6,-1,-2,3,7

Screening results from PubChem BioAssay.

Some of the compounds tested (hit frequency here may not be typical).
